Screens from PubChem.
TcdB inh: TcdB glycohydrolase inhibitors, primary screen, biochemical, single point, plate reader; 350,000 compounds, 0.24% hits; TcdB glycohydrolase enzymatic assay; inhibition, % at 9.99 µM; AID 652162, 2013; in the data active = inhibition above about 10%
Anthrax LF prot: Bacillus anthracis LF protease inhibitors, primary screen, biochemical, multiplex microsphere, MLPCN library. multiplex microsphere protease cleavage assay. 360,000 compounds, 0.12% hits. inhibition, % at 10 µM. AID 588501, 2011; in the data active = inhibition above about 30%; note: plate controls were buffer without enzyme for full effect and enzyme alone for no effect
Target sequence (P15917 whole entry, looked up): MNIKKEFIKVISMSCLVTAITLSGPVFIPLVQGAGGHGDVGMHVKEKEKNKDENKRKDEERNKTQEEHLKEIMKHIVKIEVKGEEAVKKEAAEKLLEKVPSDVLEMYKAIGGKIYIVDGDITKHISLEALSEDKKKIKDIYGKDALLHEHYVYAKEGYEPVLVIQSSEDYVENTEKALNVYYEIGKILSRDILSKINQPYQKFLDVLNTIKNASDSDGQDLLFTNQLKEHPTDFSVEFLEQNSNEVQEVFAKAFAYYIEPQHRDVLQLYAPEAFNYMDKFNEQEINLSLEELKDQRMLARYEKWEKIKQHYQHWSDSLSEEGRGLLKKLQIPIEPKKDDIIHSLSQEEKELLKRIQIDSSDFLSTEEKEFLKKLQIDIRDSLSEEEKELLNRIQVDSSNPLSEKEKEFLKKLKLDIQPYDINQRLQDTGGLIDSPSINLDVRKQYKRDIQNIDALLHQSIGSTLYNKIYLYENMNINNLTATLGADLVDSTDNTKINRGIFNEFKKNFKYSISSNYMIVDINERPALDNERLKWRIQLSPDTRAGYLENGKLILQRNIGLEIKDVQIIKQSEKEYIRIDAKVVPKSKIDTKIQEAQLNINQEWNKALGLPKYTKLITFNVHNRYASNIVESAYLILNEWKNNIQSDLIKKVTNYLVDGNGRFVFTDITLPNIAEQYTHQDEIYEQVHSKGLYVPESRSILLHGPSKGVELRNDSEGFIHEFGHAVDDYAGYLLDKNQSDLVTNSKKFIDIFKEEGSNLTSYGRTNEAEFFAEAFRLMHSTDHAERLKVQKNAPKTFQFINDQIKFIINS
VHR inh abs: VHR1 phosphatase inhibitors, primary screen, biochemical, absorbance, uHTS | Dual specificity protein phosphatase 3 (Homo sapiens), P51452 | recombinant VHR phosphatase, pNPP absorbance | inhibition, % at 13.3 µM | 290,000 compounds, 0.52% hits | AID 1654, 2009; in the data active = inhibition above about 50%; note: some compounds called inactive have numbers as strong as hits
Target sequence (P51452 whole entry, looked up): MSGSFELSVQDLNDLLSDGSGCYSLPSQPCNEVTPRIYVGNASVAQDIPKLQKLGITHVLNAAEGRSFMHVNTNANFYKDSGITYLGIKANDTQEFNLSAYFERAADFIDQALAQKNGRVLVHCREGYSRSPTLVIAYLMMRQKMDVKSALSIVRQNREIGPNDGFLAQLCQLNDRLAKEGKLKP
BH1578 lux ind: inducers of Vibrio cholerae quorum light production without autoinducers, primary screen, BH1578 luxS cqsA deficient, single point. V. cholerae BH1578 lux reporter, luminescence, 6 h. activation, % at 18.7 µM. 350,000 compounds, 0.16% hits. AID 588436, 2011; in the data active = activation mostly above about 9.7%, no sharp cut-off; note: not every result past the cut was called active; inactives centre near 0; reference of the scale not given here
Rv3671c protease: Rv3671c serine protease inhibitors, primary screen, biochemical, fluorescence polarization, M. tuberculosis H37Rv. inhibition, % at 5.96 µM. P9WHR9. 320,000 compounds, 0.048% hits; in the data active = inhibition above about 38%;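 note: extracellular domain of Rv3671c used as enzyme; 0% = enzyme with DMSO and 100% = no enzyme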
SSB-PriA inh: inhibitors of Klebsiella pneumoniae PriA binding to SSB C-terminal tail, primary screen, biochemical, AlphaScreen; PriA–SSB C-terminal tail interaction (Klebsiella pneumoniae); AlphaScreen SSBct-PriA binding, biotinylated peptide; inhibition, % at 33 µM; 430,000 compounds, 0.6% hits; AID 1272365, 2023; in the data active = inhibition mostly above about 37%, no sharp cut-off; inactive = mostly below about 20%;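 note: plate controls were negative control peptide for no effect and reference peptide for full effect; strong numbers were not always called active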
Y pestis TopoI: Yersinia pestis topoisomerase I inhibitors, primary screen, biochemical, cleavage product accumulation, plate reader, single point; 360,000 compounds, 0.064% hits; DNA topoisomerase I (Yersinia pestis CO92); activity, % at 10 µM; Y. pestis Topo-I cleavage product accumulation; in the data active = activity above about 50%, passing the limit was not always enough; note: inactives centre near 2
3CLpro inhibitor: SARS-CoV 3CLpro protease inhibitors, primary screen, biochemical, quenched FRET | Replicase polyprotein 1ab (Severe acute respiratory syndrome coronavirus), P0C6X7 | recombinant SARS-CoV 3CLpro, quenched FRET peptide cleavage | inhibition, % at 6 µM | 290,000 compounds, 0.14% hits | AID 1706, 2009; in the data active = inhibition above about 12%
PfHsp40 rescue: rescue of yeast from PfHsp40 toxicity, primary screen, S. cerevisiae, ATP luminescence. growth rescue, % at 12.5 µM. AID 504582, 2011. 340,000 compounds, 0.68% hits. S. cerevisiae expressing PfHsp40, growth rescue; in the data active = growth rescue above about 28%, passing the limit was not always enough;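 note: yeast W303a lacking pdr1 and pdr3 grown in galactose medium; growth measured after three days at 30 °C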
MazF activator: activators of E. coli MazEF toxin-antitoxin RNase, primary screen, biochemical, fluorescence, uHTS; AID 504720, 2011; activation, % at 20 µM; 350,000 compounds, 0.32% hits; FAM/BHQ RNA-DNA oligo cleavage fluorescence, 5 h; Endoribonuclease toxin MazF (Escherichia coli (strain K12)), P0AE70; in the data active = activation above about 50%
Numbers without * were called inactive. An excerpt (hit frequency here may not be typical).

For CC(C)Cc1nc2sc3c(c2c(=O)n1N)CC(C)(C)OC3 the results were TcdB inh 1.0, Anthrax LF prot 1, VHR inh abs 5, BH1578 lux ind inactive, Rv3671c protease -2, SSB-PriA inh -4, Y pestis TopoI 5, 3CLpro inhibitor 0, PfHsp40 rescue -0.5 and MazF activator 13.
`Cc1cc(C(=O)NCc2ccc3c(c2)OCO3)c(C)o1` gave TcdB inh 1.9, VHR inh abs -7, BH1578 lux ind -1.2, Rv3671c protease 2, SSB-PriA inh -1, Y pestis TopoI 5, 3CLpro inhibitor -3, PfHsp40 rescue 1.1 and MazF activator 7.
O=C(NCc1ccccc1)C(=O)NCC(c1ccco1)N1CCOCC1 (stereo unspecified) was read as Anthrax LF prot -2, VHR inh abs 8, BH1578 lux ind -4.2, Rv3671c protease -4, SSB-PriA inh -13, Y pestis TopoI 4, 3CLpro inhibitor -3, PfHsp40 rescue -0.2 and MazF activator 3.
`CCN(CC)CCNC(=O)c1ccc(NC(=O)c2ccc3c(c2)CCC3)cc1` gave TcdB inh 1.4, Anthrax LF prot -3, BH1578 lux ind inactive, Rv3671c protease -11, SSB-PriA inh -5, Y pestis TopoI 6, 3CLpro inhibitor 4, PfHsp40 rescue -1.1 and MazF activator 12.
Screening O=C(O)c1cn[nH]c1-n1cnnn1 returned Anthrax LF prot -17, VHR inh abs 5, BH1578 lux ind 1.8, Rv3671c protease 2, SSB-PriA inh 10, Y pestis TopoI 9, 3CLpro inhibitor -3, PfHsp40 rescue 4.1 and MazF activator 6.
COCCN1C(=O)CC(NNC(=O)c2ccc(S(=O)(=O)N3CCCC3)cc2)C1=O (stereo unspecified) was read as TcdB inh -2.6, Anthrax LF prot 5, VHR inh abs 19, BH1578 lux ind inactive, Rv3671c protease -5, SSB-PriA inh -14, Y pestis TopoI -1, 3CLpro inhibitor 4, PfHsp40 rescue -0.3 and MazF activator -8.
Screening CN(CC1CCOCC1)C(=O)CC1C(=O)NCCN1C/C=C/c1ccccc1 (stereo unspecified) returned TcdB inh 0.0, Anthrax LF prot -6, VHR inh abs 5, BH1578 lux ind inactive, Rv3671c protease -5, SSB-PriA inh -13, Y pestis TopoI 1, 3CLpro inhibitor 0, PfHsp40 rescue 0.2 and MazF activator -6.
Cc1ccc(-c2nc(SC(C)C(=O)N3CCCC3)n[nH]2)cc1 (stereo unspecified) was read as TcdB inh 2.1, Anthrax LF prot -1, BH1578 lux ind inactive, Rv3671c protease -7, SSB-PriA inh -16, Y pestis TopoI 9, PfHsp40 rescue -0.5 and MazF activator 2.
`Cc1ccc(C(=O)NCc2nnc(SCC(=O)Nc3sc4c(c3C#N)CCCC4)n2C)cc1` gave Anthrax LF prot -2, VHR inh abs -5, Rv3671c protease -5, SSB-PriA inh 8, Y pestis TopoI 17, 3CLpro inhibitor 2, PfHsp40 rescue -0.9 and MazF activator 0.
`Cc1ccc(S(=O)(=O)Oc2ccccc2N2C(=O)C3C4CCC(C4)C3C2=O)cc1` (stereo unspecified) gave TcdB inh -0.2, Anthrax LF prot -4, VHR inh abs 11, BH1578 lux ind 1.8, Rv3671c protease 6, SSB-PriA inh -22, Y pestis TopoI 1, 3CLpro inhibitor -1, PfHsp40 rescue 0.4 and MazF activator 4.
Screening CCC(CC)C(=O)OCC(=O)Nc1cccc([N+](=O)[O-])c1 returned TcdB inh 0.4, Anthrax LF prot 1, VHR inh abs 17, BH1578 lux ind -0.5, Rv3671c protease -1, SSB-PriA inh 5, Y pestis TopoI -5, 3CLpro inhibitor 1, PfHsp40 rescue 0.7 and MazF activator 5.
O=C(Oc1cccc(-n2cnnn2)c1)c1ccco1 was read as Anthrax LF prot 0, VHR inh abs -4, BH1578 lux ind 1.4, Rv3671c protease 10, SSB-PriA inh -8, Y pestis TopoI 1, 3CLpro inhibitor 6, PfHsp40 rescue 0.6 and MazF activator 1.
`COc1ccc(-c2ccc(CN3C(C)C(=O)N(Cc4cn(CCC5OCCO5)nn4)CCS3(=O)=O)cc2)cn1` (stereo unspecified) gave TcdB inh 1.5, Anthrax LF prot -3, BH1578 lux ind -0.4, Y pestis TopoI 17 and MazF activator 12.
`COc1ccc(C(C(=O)NCC2CCCO2)N(C(=O)CNC(=O)c2ccco2)c2ccccc2)cc1OC` (stereo unspecified) gave TcdB inh 0.3, Anthrax LF prot -9, VHR inh abs 17, BH1578 lux ind -0.1, Rv3671c protease -11, SSB-PriA inh -19, Y pestis TopoI -21, 3CLpro inhibitor -7, PfHsp40 rescue -0.2 and MazF activator 7.
`Cc1ccc(OCC(=O)NCCO)cc1C` gave TcdB inh 0.2, Anthrax LF prot -2, VHR inh abs 36, BH1578 lux ind -0.5, Rv3671c protease -13, SSB-PriA inh 4, Y pestis TopoI -6, 3CLpro inhibitor 11, PfHsp40 rescue -1.3 and MazF activator 2.
COC(=O)C1=C(c2cccc(OCc3ccccc3)c2)C[C@@H]2CC[C@H]1N2C(=O)NCc1ccc2[nH]ccc2c1 was read as TcdB inh -1.0, Anthrax LF prot -3, BH1578 lux ind -0.6, Rv3671c protease -4, SSB-PriA inh 17, Y pestis TopoI 38, PfHsp40 rescue -0.1 and MazF activator -4.
CC(C)Oc1cc(F)ccc1-c1cc(C(=O)Nc2ccc(F)cc2)[nH]n1 was read as TcdB inh -0.7, Anthrax LF prot 2, BH1578 lux ind -0.5 and Y pestis TopoI 1.
`CCOC(=O)c1cnc(SSc2ncc(C(=O)OCC)c(N)n2)nc1N` gave TcdB inh 1.0, Anthrax LF prot 2, VHR inh abs 14, BH1578 lux ind inactive, Rv3671c protease 2, SSB-PriA inh -4, Y pestis TopoI 1, 3CLpro inhibitor -5, PfHsp40 rescue -3.0 and MazF activator -5.
For C=CCN1C(=O)C2(OCCCO2)c2cccc(C)c21 the results were TcdB inh 0.6, VHR inh abs 5, BH1578 lux ind -0.3, Rv3671c protease -4, SSB-PriA inh -3, Y pestis TopoI 7, 3CLpro inhibitor -6, PfHsp40 rescue -1.2 and MazF activator 4.
`O=C(Cn1cnc2c(OCc3ccccc3)ncnc21)NCCN1CCOCC1` gave TcdB inh -0.2, Anthrax LF prot -6, BH1578 lux ind -3.1, Rv3671c protease 0, SSB-PriA inh -1, Y pestis TopoI 1, PfHsp40 rescue -1.1 and MazF activator 3.
COc1ccc([C@@H]2COc3c(ccc4c3C=CC(C)(C)O4)C2)c(OC)c1 was read as TcdB inh 0.8, Anthrax LF prot -2, BH1578 lux ind -0.3, Rv3671c protease -4, SSB-PriA inh -5, Y pestis TopoI 9, PfHsp40 rescue -0.4 and MazF activator 2.
CCCCN=C1NC(=O)C(CC(=O)Nc2ccc(Cl)cc2)S1 (stereo unspecified) was read as Anthrax LF prot 1, VHR inh abs 31, BH1578 lux ind -1.6, Rv3671c protease 1, SSB-PriA inh -7, Y pestis TopoI -10, 3CLpro inhibitor -4, PfHsp40 rescue -0.6 and MazF activator -4.
Screening COc1ccc(S(=O)(=O)N2CCC(C(=O)N3CCc4ccccc4C3)CC2)cc1OC returned Anthrax LF prot -7, VHR inh abs 12, BH1578 lux ind 1.3, Rv3671c protease -3, SSB-PriA inh -9, Y pestis TopoI 8, 3CLpro inhibitor -1, PfHsp40 rescue -0.8 and MazF activator 5.
Cc1ccc(Cl)cc1N(CC(=O)NCc1ccccc1)S(C)(=O)=O was read as TcdB inh 1.1, Anthrax LF prot -13, VHR inh abs 12, BH1578 lux ind 0.3, Rv3671c protease 9, SSB-PriA inh 2, Y pestis TopoI -22, 3CLpro inhibitor 0, PfHsp40 rescue 0.4 and MazF activator 10.

2 records picked at random from those above:
O=C(NCc1ccccc1)C(=O)NCC(c1ccco1)N1CCOCC1 (stereo unspecified) was read as Anthrax LF prot -2, VHR inh abs 8, BH1578 lux ind -4.2, Rv3671c protease -4, SSB-PriA inh -13, Y pestis TopoI 4, 3CLpro inhibitor -3, PfHsp40 rescue -0.2 and MazF activator 3.
`Cc1ccc(S(=O)(=O)Oc2ccccc2N2C(=O)C3C4CCC(C4)C3C2=O)cc1` (stereo unspecified) gave TcdB inh -0.2, Anthrax LF prot -4, VHR inh abs 11, BH1578 lux ind 1.8, Rv3671c protease 6, SSB-PriA inh -22, Y pestis TopoI 1, 3CLpro inhibitor -1, PfHsp40 rescue 0.4 and MazF activator 4.

(more compounds)
For CC(C)CN1C(=O)c2ccc(NC(=O)C3CC3)cc2C1=O the results were TcdB inh 0.7, Anthrax LF prot -3, VHR inh abs 0, BH1578 lux ind 0.5, Rv3671c protease -6, SSB-PriA inh 10, Y pestis TopoI -2, 3CLpro inhibitor 2, PfHsp40 rescue -1.1 and MazF activator 0.
`O=c1[nH]c(-c2ccc(-c3cccc(Cl)c3)o2)nc2ccccc12` gave TcdB inh 0.7, Anthrax LF prot -11, BH1578 lux ind inactive, Rv3671c protease -13, SSB-PriA inh 2, Y pestis TopoI 9, PfHsp40 rescue 1.6 and MazF activator -51.
CC(=O)Nc1ccc(NC(=O)Cn2cnc(S(=O)(=O)N3CCOCC3)c2)cc1 was read as TcdB inh 0.7, Anthrax LF prot -1, VHR inh abs 6, BH1578 lux ind inactive, Rv3671c protease 3, SSB-PriA inh 10, Y pestis TopoI -10, 3CLpro inhibitor -2, PfHsp40 rescue -0.3 and MazF activator 7.
Screening O=C1CCCCC1 returned TcdB inh -0.7, Anthrax LF prot -13, BH1578 lux ind -0.3, Rv3671c protease 4, SSB-PriA inh -6, Y pestis TopoI 10, PfHsp40 rescue 0.3 and MazF activator 3.
For CC(=O)c1cnn(-c2nc3c(C)cccc3s2)c1C the results were Anthrax LF prot -4, VHR inh abs 31, BH1578 lux ind -0.8, Rv3671c protease -8, SSB-PriA inh 3, Y pestis TopoI 23, 3CLpro inhibitor -3, PfHsp40 rescue 1.3 and MazF activator -2.
`CCOC(=O)c1sc(Nc2nc3c(F)cccc3s2)cc1C` gave Anthrax LF prot -1, VHR inh abs 3, BH1578 lux ind 0.6, Rv3671c protease 1, SSB-PriA inh -9, Y pestis TopoI 0, 3CLpro inhibitor 1, PfHsp40 rescue 0.3 and MazF activator 17.
Screening CC(C)Cc1cc(-c2ccco2)c(C#N)c(N)n1 returned Anthrax LF prot 0, VHR inh abs 12, BH1578 lux ind inactive, Rv3671c protease -3, SSB-PriA inh -22, Y pestis TopoI 2, 3CLpro inhibitor -2, PfHsp40 rescue 0.0 and MazF activator 6.
For O=C(O)/C=C\C(=O)Nc1ccccc1C(=O)N1CCN(c2ccc(Cl)cc2)CC1 the results were Anthrax LF prot 4, VHR inh abs 30, BH1578 lux ind 0.7, Rv3671c protease 0, SSB-PriA inh 8, Y pestis TopoI -12, 3CLpro inhibitor 3, PfHsp40 rescue -0.9 and MazF activator -11.
`COc1cc(NS(=O)(=O)c2ccc(NC(=O)/C(=C/c3ccccc3Cl)NC(=O)c3ccccc3)cc2)nc(OC)n1` gave Anthrax LF prot 10, VHR inh abs 8, BH1578 lux ind -0.8, Rv3671c protease -20, SSB-PriA inh -3, Y pestis TopoI 3, 3CLpro inhibitor 5, PfHsp40 rescue 0.2 and MazF activator 3.
CCCCC(=O)Nc1cccc(NC(=S)NC(C)=O)c1 was read as Anthrax LF prot -1, VHR inh abs -22, BH1578 lux ind -0.3, Rv3671c protease 5, SSB-PriA inh 4, Y pestis TopoI 3, 3CLpro inhibitor 2, PfHsp40 rescue 2.6 and MazF activator -6.
